Screens from PubChem BioAssay.
RAD54 inh – inhibitors of human RAD54 branch migration. Q92698. RAD54 Holliday junction branch migration, FAM/BHQ fluorescence. inhibition, % at 10.4 µM. 360,000 tested, 0.14% active. AID 602329;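 active = mean normalized replicate activity at least 40 and at least half of replicates scoring 40 or more; inconclusive = only one of the two criteria met; inactive = mean below 40 and under half of replicates reaching 40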;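 note: 0% = median of neutral control wells and 100% = median of positive control wells; inhibitors cause a drop in the FAM fluorescence signal; in these data hits start at about 50%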
ERAP1 HTS inh – blocks human ERAP1 aminopeptidase activity; AID 652197; recombinant ERAP1, Leu-AMC fluorescence, 60 min; 340,000 tested, 0.15% active; inhibition, % at 10.7 µM;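 active = mean replicate inhibition of at least 30%, or all replicates individually reaching that 30% level; inactive = mean below 30% and not every replicate reaching it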;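 note: 0% = neutral control wells and 100% = L-leucinethiol positive control wells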
PGC1a acetyl inh – lowers PGC1a acetylation signal in U2OS cells; 350,000 tested, 0.17% active; AlphaScreen anti-acetyl-lysine; with virally co-expressed GCN5 acetyltransferase; inhibition, % at 15.6 µM;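 active = every replicate shows inhibition of at least 40%; inconclusive = mean inhibition at least 40% but some replicate below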;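 note: 0% = neutral control wells and 100% = positive control wells; some results beyond the cut were filed as inactive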
PglD DTNB – PglD (C. jejuni) enzyme inhibition. purified PglD enzyme, DTNB colorimetric CoA detection. inhibition, % at 12.5 µM. 360,000 tested, 0.098% active. AID 602405; in the data active = inhibition above about 16%, passing the limit was not always enough; inconclusive = no clear call, values can overlap the other calls; note: strong numbers were not always called active
miR122 inh – blocks miR-122 activity in Huh7 sensor cells. activation (reporter increase), % at 12.5 µM. AID 602342. Huh7 miR-122 Renilla luciferase sensor, 48 h; neutral wells = 0, positive control = 100. 340,000 tested, 0.3% active;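 active = mean replicate activation score at least 90 and every replicate individually at or above 90; inconclusive = only one of the two criteria met; inactive = neither criterion met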;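 note: higher luciferase means less miR-122 activity so hits act as miR-122 inhibitors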
Cneo AK release – Cryptococcus neoformans lysis via adenylate kinase release | C. neoformans lysis, adenylate kinase release luminescence, 4 h; normalised: neutral wells 0, clomiphene wells 100 | lysis activity, % at 15 µM | 360,000 tested, 0.2% active;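 active = mean lysis activity across replicates of at least 80%, whatever share of replicates individually reach that level; inactive = mean lysis activity below 80%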
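Material: C. neoformans cells; Schedule: 4 h static compound exposure, 37 °C, read 1 h post-reagent; Measured by: adenylate kinase release luminescence; Read-out: signal increase indicating cell lysis; Controls: Clomiphene as positive lysis control.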
RAD52 anneal inh – blocks human RAD52 DNA annealing. P43351. recombinant RAD52 DNA annealing, FRET fluorescence. inhibition, % at 18.7 µM. 360,000 tested, 0.46% active;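 active = every replicate showing at least 50% inhibition; inconclusive = mean inhibition at least 50% but not in every replicate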
Target sequence (P43351 whole entry, looked up): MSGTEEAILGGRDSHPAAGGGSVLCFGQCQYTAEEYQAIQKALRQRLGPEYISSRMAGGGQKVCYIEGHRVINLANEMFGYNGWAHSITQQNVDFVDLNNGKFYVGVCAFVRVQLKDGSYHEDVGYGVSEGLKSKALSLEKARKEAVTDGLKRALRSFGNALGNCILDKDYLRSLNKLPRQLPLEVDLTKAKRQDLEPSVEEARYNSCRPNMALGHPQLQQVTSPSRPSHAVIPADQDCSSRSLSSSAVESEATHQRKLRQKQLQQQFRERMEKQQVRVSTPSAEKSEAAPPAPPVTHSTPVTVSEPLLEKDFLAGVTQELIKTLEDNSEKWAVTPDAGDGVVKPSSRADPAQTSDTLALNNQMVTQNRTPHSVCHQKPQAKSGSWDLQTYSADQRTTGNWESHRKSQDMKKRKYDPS
E-sel inducer – induces E-selectin expression in human endothelial cells | P16581 | HUVEC E-selectin immunofluorescence imaging; normalized: neutral wells 0, TNF-alpha wells 100 | activation, % at 7.58 µM | 260,000 tested, 0.37% active | AID 686992;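 active = mean E-selectin-positive cell signal at least 10% of the positive control, reached in at least 60% of replicates, without over 20% cell loss; inconclusive = no rule given, readout overlaps actives, possibly toxicity-flagged; inactive = the rest, including those meeting only one limit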;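 note: in these data hits start at about 27%; measured in HUVEC primary endothelial cells; signal is the percent of cells scored E-selectin positive by PE staining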
Target sequence (P16581 whole entry, looked up): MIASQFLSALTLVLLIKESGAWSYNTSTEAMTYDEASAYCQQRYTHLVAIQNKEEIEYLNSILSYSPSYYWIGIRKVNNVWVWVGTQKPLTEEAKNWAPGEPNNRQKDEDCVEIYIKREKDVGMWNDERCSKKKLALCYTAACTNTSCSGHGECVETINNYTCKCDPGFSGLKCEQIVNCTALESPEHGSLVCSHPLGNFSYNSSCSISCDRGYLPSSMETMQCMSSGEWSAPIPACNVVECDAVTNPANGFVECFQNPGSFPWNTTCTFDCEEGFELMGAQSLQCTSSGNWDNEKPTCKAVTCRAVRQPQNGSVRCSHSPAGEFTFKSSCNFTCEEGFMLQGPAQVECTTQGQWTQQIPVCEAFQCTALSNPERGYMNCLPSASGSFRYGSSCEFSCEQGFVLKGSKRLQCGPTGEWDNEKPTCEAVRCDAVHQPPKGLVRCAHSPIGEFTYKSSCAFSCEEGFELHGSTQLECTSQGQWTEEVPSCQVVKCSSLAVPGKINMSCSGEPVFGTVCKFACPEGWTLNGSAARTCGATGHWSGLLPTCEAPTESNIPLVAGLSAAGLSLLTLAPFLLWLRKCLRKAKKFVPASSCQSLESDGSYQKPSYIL
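System: HUVEC / Compound: single concentration / Signal: immunofluorescence imaging / Read-out: percent E-selectin-positive cells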
* marks the source's active call; other numbers are inactive results; u = inconclusive; x = not tested or not shown; [ ] = dose if it differs, or a comment.

compound,RAD54 inh,ERAP1 HTS inh,PGC1a acetyl inh,PglD DTNB,miR122 inh,Cneo AK release,RAD52 anneal inh,E-sel inducer
CCN(CC)C(=O)c1cccc(-c2csc(C(O)c3ccccc3)n2)c1 (stereo not given),-15,2,14,4,-1,-5,-3,-0.2
CN(C)CCn1c(=O)n(Cc2ccccc2)c(=O)c2c3c(sc21)CCCCC3,1,-28,6,-5,20,6,14,x
CCOc1ccc(CCNS(=O)(=O)c2c(C)nc3sccn3c2=O)cc1OCC,1,7,4,2,-9,1,-18,-0.2
N#Cc1ccccc1S(=O)(=O)N1CCN(C(=O)C2COc3ccccc3O2)CC1 (stereo not given),1,-1,2,3,-11,-1,-11,-0.5
COc1cc(/C=N/N2CCN(Cc3ccccc3)CC2)cc(OC)c1OC(C)=O,15,2,10,-1,5,2,-139,x
CCCS(=O)(=O)C(=C1NCCO1)S(=O)(=O)CCC,0,x,3,x,-2,-18,x,x
CCNC(=S)N1CCN(CCN=CC2=C(O)CC(c3ccco3)CC2=O)CC1 (stereo not given),-7,x,-1,-4,-1,0,x,x
Cc1nnc(C)n1/N=C/C=C/c1ccccc1,-10,x,-4,-5,0,6,x,x
CC(C)N(C(=O)CC1ON(C)C(=O)N1c1ccc(Cl)cc1)C(C)C (stereo not given),x,2,-10,x,2,x,-9,-1.1
CCn1c(CC(=O)Nc2ccccc2F)nnc1SCC(=O)N1CCOCC1,2,-1,1,3,x,0,4,-0.1
COC(=O)c1c(C)oc2c1cc(NS(=O)(=O)c1cccs1)c1ccccc12,-1,x,4,5,5,1,x,x
O=C(CN1CCN(c2ccc(F)cc2)CC1)NCc1ccc(Cl)cc1,3,4,22,-4,-12,0,-6,x
Cc1ccc(C(C)C)c(OCC(=O)OCC(=O)NC2CC2)c1,0,0,0,-3,x,-1,-1,0.1
COc1ccc(S(=O)(=O)Nc2ccc3c(c2)CC(=O)N([C@H](C)CO)C[C@@H](C)[C@@H](CN(C)C(=O)Nc2ccc(F)cc2)O3)cc1,3,x,3,2,-1[16.7 µM],-1,x,-8.6
CCc1nnc(NC(=O)CSCc2cc(=O)n3cc(C)sc3n2)s1,0,5,23,-3,4,1,-10,x
CN(CC(=O)Nc1ccccc1Cl)C(=O)COC(=O)CSc1ccc(F)cc1,5,2,x,-4,-3,5,0,0.0
CC(C)(C)NC(=O)NC(=O)CN1CCC(Cc2ccccc2)CC1,x,0,9,x,x,x,-28,0.9
C[C@H](CO)N1C[C@H](C)[C@H](CN(C)C(=O)Nc2ccc3c(c2)OCO3)Oc2ccc(NC(=O)CCC(F)(F)F)cc2C1=O,-2,-1,-12,-1,0[16.7 µM],-11,11,-8.8
O=C(NCCc1ccccc1)c1ccc(NC(=O)c2cccnc2)cc1,-11,2,x,5,-1,-3,2,x
COc1cc2c(C#N)c(N3CCOCC3)nc(N)c2c(N)n1,-2,x,3,-5,2,-4,x,x
O=C(C1CC1)N1CC(=O)N2[C@H](CO)[C@@H](c3ccc(C#Cc4cccc(F)c4)cc3)[C@@H]2C1,x,0,3,x,x,x,3,0.0
Cc1cc(=O)[nH]c(N2CCc3ccccc3C2)n1,-4,x,5,2,-11,-2,x,x
CN(C)c1ccc(/C=N/NC(=O)CNC(=O)/C=C/c2ccco2)cc1,-8,1,2,6,-6,-2,-11,x
O=C(O)c1cc(NC(=O)c2cccc(N3C(=O)c4ccccc4C3=O)c2)cc(C(=O)O)c1,9,-6,x,3,0,2,-21,-0.2
Cc1ccnc(NS(=O)(=O)c2ccc(NC(=O)CN3C(=O)CCC3=O)cc2)n1,-6,8,8,-2,-7,-2,-14,x
CC(C)Cn1cnc2c1c(=O)n(CC(=O)NC(=O)NC(C)(C)C)c(=O)n2Cc1ccccc1,-3,2,x,-9,10,-1,-7,0.2
COc1ccc(C2(C(=O)O)CCCC2)cc1,9,x,3,1,x,-2,x,x
CC1CC(C)CN(CCCNC(=O)C2CCCN(S(=O)(=O)N3CC(C)CC(C)C3)C2)C1 (stereo not given),-12,2,9,1,2,2,-18,x
CC1CN(C(=O)c2ccccc2)OC(c2ccc3c(c2)OCO3)O1 (stereo not given),5,x,-7,-2,0,-1,x,x
Cc1nc(Cl)sc1C(=O)Nc1cccc(Cl)c1,4,-2,35,-7,-1,-3,4,x
Cc1ccc(-c2nnc(CSc3nncn3N)o2)cc1,-2,x,13,-1,-1,-6,x,x
CC(=O)N(C)C[C@@H]1[C@@H](c2ccc(-c3cccc(C#N)c3)cc2)[C@H](CO)N1C(C)=O,3,1,4,-3,-92[16.7 µM],4,-9,0.0
CN(C)CCCNc1nc(N)c([N+](=O)[O-])c(NC2CCCCC2)n1,9,-14,1,-6,-14,1,-4,-0.2
CCOC(=O)C1(C)NC(c2ccco2)C2C(=O)N(c3ccccc3)C(=O)C21 (stereo not given),x,3,5,x,x,x,5,-0.3
Nc1c(Cl)cc(N=Nc2ccccc2)cc1Cl,-15,-2,-3,-2,5,11,4,1.0
Clc1cccc(N2CCN(Cc3nnc(-c4ccccc4)o3)CC2)c1,-7,5,-14,-3,10,5,-6,0.9
Cc1noc(C)c1NC(=O)Nc1ccc2c(c1)CC(=O)N([C@H](C)CO)C[C@H](C)[C@@H](CN(C)Cc1ccc(C(=O)O)cc1)O2,6,-1,6,-1,1[16.7 µM],-3,0,-2.7
C[C@H]1CCCCO[C@@H](CN(C)C(=O)NC2CCCCC2)[C@@H](C)CN([C@@H](C)CO)C(=O)c2cc(NS(=O)(=O)c3ccc(F)cc3)ccc2O1,-7,-3,6,1,-7[16.7 µM],-6,32,x
O=C(Nc1cccc(C(F)(F)F)c1)c1csc([C@H]2C[C@H](O)[C@@H](CO)O2)n1,4,-10,-2,3,4,0,0,-0.5
CCOc1ccccc1N/C=C/C(=O)C(C)(C)C,-7,x,4,1,-9,0,x,x
CO[C@@H](CN(C)S(=O)(=O)c1cccc(Cl)c1)[C@H](C)CN([C@H](C)CO)S(=O)(=O)c1cccc(Cl)c1,2,1,-7,1,x,-8,1,-0.2
O=C(C[C@H]1C[C@H]2c3cc(NS(=O)(=O)c4ccc(F)cc4)ccc3O[C@H]2[C@@H](CO)O1)NCC(F)(F)F,8,1,-8,4,6[16.7 µM],-48,-4,-0.3
COc1ccc(NC(=O)N(C)C[C@H]2Oc3c(NS(=O)(=O)c4c(C)noc4C)cccc3C(=O)N([C@@H](C)CO)C[C@H]2C)cc1,1,1,1,0,0[16.7 µM],0,-30,-0.1
COc1cccc(C(=O)NCc2ccco2)c1,3,0,x,-3,5,-2,-21,0.0
O=C(CSc1nnc(CNC(=O)c2ccco2)o1)Nc1cccc(C(F)(F)F)c1,-3,1,x,-4,-3,-1,10,-0.3

Brought forward from above: 2 compounds, followed by the next part.
compound,RAD54 inh,ERAP1 HTS inh,PGC1a acetyl inh,PglD DTNB,miR122 inh,Cneo AK release,RAD52 anneal inh,E-sel inducer
COc1cccc(C(=O)NCc2ccco2)c1,3,0,x,-3,5,-2,-21,0.0
O=C(CSc1nnc(CNC(=O)c2ccco2)o1)Nc1cccc(C(F)(F)F)c1,-3,1,x,-4,-3,-1,10,-0.3
O=C(CN(Cc1ccc(Cl)cc1)C(=O)CN1C(=O)COc2ccccc21)NC1CCCC1,-5,-2,2,0,0,-1,-8,-0.1
CC(=O)N1[C@@H]2c3ccc(C4=CCCCC4)c(=O)n3C[C@H]1[C@H](CO)[C@H]2C(=O)NC1CCC1,13,-3,5,8,-2[16.7 µM],0,5,0.0
CN(CC(=O)Nc1ccc(N2CCOCC2)cc1)Cc1cc(=O)n2ccsc2n1,-3,1,2,-2,4,-1,1,0.8
CC(C)(C)C(=O)Nc1ccc(-c2nnc3n2CCCCC3)cc1,10,-4,4,-2,-2,-5,-5,-0.1
CC1CCc2nn(CC(=O)NCc3ccc(F)cc3)cc2C1 (stereo not given),-17,x,5,-7,2,0,-4,0.0
C/C=C/c1ccc2c(c1)O[C@H](CN(C)CC1CCOCC1)[C@H](C)CN([C@H](C)CO)S2(=O)=O,-7,0,-2,0,3[16.7 µM],6,-9,-0.3
O=[N+]([O-])c1ccc(NN=Cc2ccc(O)cc2O)nc1,2,2,8,1,9,0,-9,0.2
NC(=O)c1ccsc1NC(=O)COC(=O)Cc1c[nH]c2ccccc12,-1,-1,1,6,0,0,-34,-0.2
O=C(Nc1cccc(C(=O)N2CCCCC2)c1)C1CCCCC1,-18,x,-8,0,-4,0,1,1.4
COc1ccc(C(CNC(=O)c2cccc(NS(=O)(=O)c3ccc(C)c(F)c3)c2)N2CCCC2)cc1 (stereo not given),10,0,x,0,x,2,-8,0.0
COc1ccc2nc(NC(=O)c3ccc(NS(=O)(=O)c4cccs4)cc3)sc2c1,-1,x,13,0,20,1,x,x
CCNC(=O)C[C@@H]1CC[C@H]2[C@H](COc3ccc(NC(=O)Nc4cccc(C)c4)cc3C(=O)N2C)O1,-4,0,0,2,8[16.7 µM],-14,18,0.0
CO[C@H](CN(C)C(=O)c1cnccn1)[C@@H](C)CN([C@@H](C)CO)S(=O)(=O)c1ccccc1,5,0,8,0,x,4,-3,0.0
Cc1nc(Nc2ccc3c(c2)OCCO3)c2nnn(Cc3ccccc3Cl)c2n1,5,x,u,7,x,-1,x,x
CCOC(=O)c1c(NC(=O)CSc2ncnc3[nH]ncc23)sc2c1CCC(C)C2 (stereo not given),-2,-3,-9,0,-7,-1,-42,0.0
Cc1ccc(S(=O)(=O)N(C)C[C@@H]2Oc3cc(C#Cc4ccccc4)ccc3S(=O)(=O)N([C@@H](C)CO)C[C@@H]2C)cc1,-5,0,-2,0,-8[16.7 µM],-11,-10,-1.6
CCN(CC(=O)Nc1c(F)cccc1F)C(=O)c1cc(S(=O)(=O)NCc2ccccc2)ccc1C,0,-1,4,-2,35,1,-20,1.8
CN1CCN(c2nc(-c3cccs3)cs2)CC1,x,9,1,x,x,x,30,-0.1
Cn1cccc1C(=O)NNC(=O)COc1ccccc1Cl,-1,-2,-1,-3,-7,-1,-19,0.1
C[C@@H]1CN([C@H](C)CO)C(=O)c2cc(NC(=O)C3CCCCC3)ccc2O[C@@H]1CN(C)CC1CC1,-3,2,0,-8,-7[16.7 µM],-1,8,-0.2
Cc1ccc(OCC(=O)NCc2ccco2)cc1C,-4,x,-4,-8,-4,-1,x,x
COc1ccc(C2CC(=O)N(c3ccccc3)C3=C2C(=O)CCC3)cc1 (stereo not given),2,0,-7,12,-3,-3,-9,x
c1ccc2c(c1)nc(N1CCOCC1)c1c3ccccc3[nH]c21,x,-9,32,x,5,x,14,x
CC12CC(NC(=O)N1Cc1ccccc1)c1ccccc1O2 (stereo not given),2,3,6,-5,13,x,-10,x
C/C=C/c1ccc2c(c1)O[C@@H](CN(C)C)[C@H](C)CN([C@@H](C)CO)S2(=O)=O,-5,0,-5,1,16[16.7 µM],8,4,0.1
O=c1cc(CN2CCN(c3ccccc3)CC2)c2cc(O)c(-c3ccccc3)cc2o1,0,x,8,-2,2,-1,x,x
CCn1c(=O)c(C(=O)Nc2ccccc2C)c(O)c2ccccc21,2,x,-1,-4,0,3,x,x
